PP5 primary = PP5 (human) phosphatase inhibition. purified PP5c, OMFP substrate fluorescence. actives 0.18% (n = 320,000). P53041. inhibition, % at 6.7 µM. AID 1987;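 active = inhibition above the campaign's mean inhibition across all tested compounds plus 3 SD, cut at about 9.5% in these data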;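 note: 0% = DMSO only and 100% = 100 µM cantharidin control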
Target sequence (P53041 whole entry, looked up): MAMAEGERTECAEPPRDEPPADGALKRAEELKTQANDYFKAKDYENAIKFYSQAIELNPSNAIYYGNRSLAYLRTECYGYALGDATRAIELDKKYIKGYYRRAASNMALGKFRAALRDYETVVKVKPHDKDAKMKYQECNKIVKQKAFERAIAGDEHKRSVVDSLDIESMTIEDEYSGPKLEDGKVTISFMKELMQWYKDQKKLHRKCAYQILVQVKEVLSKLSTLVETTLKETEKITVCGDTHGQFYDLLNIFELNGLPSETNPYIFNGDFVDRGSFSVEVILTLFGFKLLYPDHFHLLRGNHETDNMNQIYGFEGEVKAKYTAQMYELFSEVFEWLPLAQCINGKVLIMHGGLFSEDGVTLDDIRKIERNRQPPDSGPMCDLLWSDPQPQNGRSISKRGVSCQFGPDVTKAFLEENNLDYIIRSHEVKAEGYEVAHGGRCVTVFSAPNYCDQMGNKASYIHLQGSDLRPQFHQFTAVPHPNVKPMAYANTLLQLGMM
GRK2 inh = blocks RNA aptamer binding to human GRK2; P25098; bead flow cytometry, FAM-aptamer displacement from GRK2; inhibition of aptamer binding, % at 10 µM; actives 0.59% (n = 330,000); AID 488847;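 active = inhibition of aptamer binding above 40%, roughly 3 SD of noise, on plates passing a quality check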;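 note: median bead fluorescence of bound FAM aptamer so fluorescent compounds give negative values; no value below 0 was filed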
PP1 inh = blocks human PP1-alpha phosphatase, a PP5 counter-screen; actives 0.9% (n = 320,000); inhibition, % at 6.7 µM; purified PP1alpha, OMFP fluorescence; P62136;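 active = inhibition above the mean inhibition of all tested compounds plus 3 SD, computed separately for each screening campaign, cut at about 15% in these data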
core dimer inh = HCV core protein dimerization inhibition; TR-FRET GST/Flag-core106 dimerization, 1536-well; AID 1899; inhibition, % at 5 µM; actives 0.33% (n = 300,000);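 active = inhibition above the mean of all tested compounds plus 3 SD, set per screening campaign, cut at about 45% in these data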
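Assay system – GST-tagged and Flag-tagged HCV core protein residues 1-106 · Quantity – core106 proteins, GST 13.5 nM and Flag 17 nM · Benchmarks – unlabelled core106 and no-GST-core106 wells · Read-out basis – percent inhibition of core106 dimerization signal · Detection – time-resolved FRET, ex 340 nm, em 617 and 671 nm · Schedule – 4 h at 22.5 °C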
CTSL1 counter = blocks F. hepatica cathepsin L1 in PFM18AAP counter-screen; recombinant F. hepatica cathepsin L1, Z-Leu-Arg-MCA fluorescence; AID 1906; actives 0.49% (n = 300,000); inhibition, % at 5.96 µM;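 active = inhibition above the mean of all tested compounds plus 3 SD, set per screening campaign, cut at about 17% in these data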;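 note: 0% = plate median of test compound wells and 100% = 1 µM Z-Phe-Ala-diazomethylketone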
VLA-4 inh = inhibition in a human VLA-4 binding assay. AID 2557. VLA-4 expressing cells, ligand binding flow cytometry. P13612. inhibition, % (about 7 µM as worked out from the volumes in the protocol). actives 0.2% (n = 330,000); in the data active = inhibition above about 50%
procasp7 counter = counter-screen: procaspase-7 (human) activation. P55210. recombinant procaspase-7, Ac-DEVD-pNA absorbance 405 nm; D23A/D198A/D206A triple mutant, cannot self-cleave; scale: DMSO 0, 5 µM enzyme 100. activation, % at 8.5 µM. actives 0.093% (n = 330,000). AID 463210;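 active = percent activation above the screen-wide mean plus 3 SD, cut at about 25% in these data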
Target sequence (P55210 whole entry D23A/D198A/D206A): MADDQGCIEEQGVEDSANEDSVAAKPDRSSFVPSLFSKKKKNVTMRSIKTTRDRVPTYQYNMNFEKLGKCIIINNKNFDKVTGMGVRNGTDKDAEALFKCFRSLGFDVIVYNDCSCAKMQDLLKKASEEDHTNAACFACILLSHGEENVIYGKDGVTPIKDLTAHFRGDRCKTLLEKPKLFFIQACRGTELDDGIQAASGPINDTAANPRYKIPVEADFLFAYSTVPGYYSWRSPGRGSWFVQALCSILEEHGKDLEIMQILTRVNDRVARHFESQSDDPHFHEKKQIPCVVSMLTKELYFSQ
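Test system: Procaspase-7 triple mutant (PC-7 D3A). Also added: Ac-DEVD-pNA substrate, 400 µM as added. Schedule: 1 h enzyme–compound preincubation and 2 h substrate reaction, both 25 °C. Signal: p-Nitroaniline absorbance at 405 nm, read at 0 and 120 min. Control set: low DMSO alone, high DMSO plus 5 µM PC-7.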
JMJD2C inh = human JMJD2C demethylase inhibition. Q9H3R0. GST-JMJD2C(1-420) H3K9me3 demethylation, DELFIA europium. inhibition, % at 2.35 µM. actives 0.069% (n = 330,000);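 active = more than half of a compound's replicate wells show inhibition beyond 50%, single wells judged on their own value; inconclusive = some, but no more than half, of replicates pass 50% inhibition; inactive = no replicate passes 50% inhibition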;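 note: signal counts dimethyl H3K9 product captured on neutravidin plate; 0% = median of DMSO wells and 100% = 0.3 times that DMSO median; strong numbers were not always called active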
proCasp3 act = activators of human procaspase-3 | P42574 | recombinant procaspase-3 D3A, Ac-DEVD-pNA absorbance 405 nm | actives 0.11% (n = 330,000) | activation, % at 8.5 µM;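 active = activation above the mean of all tested compounds plus 3 SD, cut at about 21% in these data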;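 note: 0% = DMSO alone and 100% = DMSO wells spiked with extra 5 µM PC-3 D3A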
Target sequence (P42574 whole entry D9A/D28A/D175A): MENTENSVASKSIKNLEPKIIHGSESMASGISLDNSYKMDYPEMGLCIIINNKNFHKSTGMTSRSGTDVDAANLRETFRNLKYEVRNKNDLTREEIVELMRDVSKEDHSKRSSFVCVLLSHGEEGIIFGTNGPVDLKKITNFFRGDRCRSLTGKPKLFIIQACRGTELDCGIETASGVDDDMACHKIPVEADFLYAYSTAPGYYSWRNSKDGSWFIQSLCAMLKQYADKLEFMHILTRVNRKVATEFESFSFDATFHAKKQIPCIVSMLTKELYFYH
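assay system = Procaspase-3 D3A mutant | signal = absorbance at 405 nm, 0 and 120 min | times = 1 h preincubation plus 2 h reaction at 25 °C | repeats = single replicate | read-out = % activation between DMSO and enzyme-spiked controls | medium = Zinc-free HEPES saline buffer with Triton X-100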
Numbers without * were called inactive; ? = inconclusive; . = no result given; & = joins results of further samples. Not all compounds are listed; count on the stated rates, not on these rows.

Below each compound – PP5 primary | GRK2 inh | PP1 inh | core dimer inh | CTSL1 counter | VLA-4 inh | procasp7 counter | JMJD2C inh | proCasp3 act
1	C/C(=N\NC(=O)c1ccccc1O)c1c(O)n(Cc2ccccc2)c(=O)[nH]c1=O
  1.9 | 0 | 1 | 7 | -3 | 0 | -11 | -43 | -3
2	CSC1=NP(=S)(SC)N(C)c2nc3n(c21)CCC3 (configuration not stated)
  0.4 | 4 | -1 | 9 | 0 | 23 | 8 | 8 | -4
3	CCCCn1c(O)c(C=NCCCn2ccnc2)c(=O)[nH]c1=O
  2.6 | 0 | -1 | -3 | 3 | 0 | 11 | 12 | -11
4	CCN(CC)C(=O)c1ccc(NC(=O)c2cc(S(=O)(=O)N3CCCCCC3)ccc2OC)cc1
  1.4 | 1 | -2 | 1 | 1 | 0 | 5 | -32 | 5
5	COC(=O)C1=C(c2cccc(C#N)c2)C[C@@H]2CC[C@H]1N2C(=O)N1CCCC1
  3.7 | 1 | 0 | . | . | -15 | 2 | 0 | 2
6	O=c1c2ccccc2nc(CNCC2CCCO2)n1-c1ccc(F)cc1 (configuration not stated)
  -3.0 | 5 | -6 | 12 | -2 | 24 | 4 | -16 | 3
7	Cc1ncc([N+](=O)[O-])n1CCOc1nonc1N
  -2.1 | 0 | -1 | -3 | -1 | 15 | 1 | -19 | 4
8	C[N+](C)(C)CC(=O)Nc1ccc(Cl)cc1C(=O)c1ccccc1
  -1.8 | 0 | 10 | -1 | 0 | 22 | 9 | 4 | 11
9	CC1CCCN(C(=O)CN2C3CCC2CC(O)(c2ccc(F)cc2)C3)C1 (configuration not stated)
  -0.4 | 6 | -1 | 0 | -2 | 18 | 1 | 3 | 6
10	CCCCn1c(O)c(/C=C/C=Nc2ccccc2)c(=O)[nH]c1=O
  -1.0 | 3 | -1 | -14 | 6 | 9 | -20 | 27 | -26
11	CN1C(=O)C(=Cc2ccc(N3CCCCCC3)cc2)C(=O)N(C)C1=O
  -0.2 | . | -2 | 2 | 3 | 2 | -5 | 33 | -2
12	Brc1ccc2c(c1)C(OC1CN3CCC1CC3)c1ccccc1CS2 (configuration not stated)
  -1.7 | 0 | 7 | -18 | 5 | -1 | 5 | -2 | 3
13	CCOC(=O)c1c(C)[nH]c(C)c1C(=O)C(Cc1ccccc1)N(C)C (configuration not stated)
  -2.6 | 15 | -2 | 7 | -1 | 10 | -4 | -24 | 6
14	CC(=O)O[C@]1(c2ccccc2)CCN(C)[C@H]2CCCC[C@@H]21
  -1.6 | 0 | 0 | -7 | 0 | -1 | 4 | -5 | 3
15	O=C1CN=C(c2ccccc2Cl)c2cc(Br)ccc2N1
  0.5 | 4 | -3 | 3 | -2 | -9 | -2 | 24 | -9
16	C/C(=N\N1CCCCC1)c1c(O)[nH]c(=O)[nH]c1=O
  0.7 | 1 | -5 | -8 | -1 | 4 | -8 | -17 | -3
17	COc1ccccc1OCCCn1cc(C=O)c2ccccc21
  3.2 | 0 | -3 | -1 | -1 | -9 | 11 | -12 | 0
18	COC(=O)C1=C(c2cccc(OCc3ccccc3)c2)C[C@@H]2CC[C@H]1N2C(=O)NCc1ccc(OC)cc1
  1.1 | 1 | 4 | . | . | 3 | 0 | -5 | 8
19	O=C(c1ccco1)c1cn(Cc2ccc(Cl)cc2)c2ccccc12
  2.6 | 2 | -2 | 18 | 4 | 12 | 1 | 2 | 2
20	CCOP(=O)(OCC)C1(O)C(=O)Nc2ccc(Br)cc21 (configuration not stated)
  -1.6 | 4 | -2 | 1 | 1 | 13 | 2 | 2 | 1
21	COc1ccc(OCC(=O)N2CCN(C/C=C/c3ccccc3)CC2)cc1
  2.2 | 0 | -5 | -7 | 17* | 2 | 10 | -1 | 6
22	O=C(O)C1C(C(=O)O)C2(Cl)C(Cl)=C(Cl)C1(Cl)C2(Cl)Cl (configuration not stated)
  0.1 | 1 | -4 | . | . | 0 | 10 | 11 | 7
23	CN1C(=O)C(=Cc2ccc(OCC(=O)Nc3ccccc3)cc2)C(=O)N(C)C1=O
  2.1 | 0 | 1 | 4 | 0 | -18 | -8 | 26 | -6
24	CSc1ncc(CN2CCCC(C(=O)c3cccc(Cl)c3)C2)cn1 (configuration not stated)
  2.2 | 0 | 0 | 0 | -4 | -13 | 3 | 5 | 2
25	CCCC(=O)c1c(O)[nH]c(=O)[nH]c1=O
  0.3 | 4 | -1 | 0 | 0 | -4 | -19 | -1 | -1
26	COc1ccc(CN2CCN(Cc3ccccc3OC)CC2)cc1
  1.0 | 0 | -1 | -9 | -2 | 7 | -3 | 4 | -1
27	COCCN1C(=O)/C(=C/c2c(OC)cc(OC)cc2OC)C(=O)N(c2ccccc2)C1=O
  -2.6 | 0 | 0 | -6 | 7 | -15 | 7 | 6 | 9
28	O=C(N=Nc1c(O)[nH]c(=O)[nH]c1=O)C1COc2ccccc2O1 (configuration not stated)
  5.6 | 0 | 1 | -5 | 0 | -7 | -1 | 35 | -6
29	CNC(=O)N(C)c1ccc(C(O)(C(=O)OC)C(F)(F)F)cc1 (configuration not stated)
  -1.1 | 2 | -8 | 0 | -4 | 2 | 6 | -4 | -4
30	COC(=O)C1=C(c2ccc(OC)c(OC)c2)C[C@@H]2CC[C@H]1N2C(=O)N1CCCCC1
  0.4 | 2 | -3 | . | . | 0 | 3 | 3 | 7

Reformatted as labelled records: entries from further up
[15] O=C1CN=C(c2ccccc2Cl)c2cc(Br)ccc2N1
  PP5 primary: 0.5
  GRK2 inh: 4
  PP1 inh: -3
  core dimer inh: 3
  CTSL1 counter: -2
  VLA-4 inh: -9
  procasp7 counter: -2
  JMJD2C inh: 24
  proCasp3 act: -9

[9] CC1CCCN(C(=O)CN2C3CCC2CC(O)(c2ccc(F)cc2)C3)C1 (configuration not stated)
  PP5 primary: -0.4
  GRK2 inh: 6
  PP1 inh: -1
  core dimer inh: 0
  CTSL1 counter: -2
  VLA-4 inh: 18
  procasp7 counter: 1
  JMJD2C inh: 3
  proCasp3 act: 6

Taken from above:
proCasp3 act, compound 18 stands at 8
proCasp3 act, compound 25 stands at -1

Further compounds
Below each compound – PP5 primary | GRK2 inh | PP1 inh | core dimer inh | CTSL1 counter | VLA-4 inh | procasp7 counter | JMJD2C inh | proCasp3 act
31	COC(=O)C1=C(c2ccc(OCc3ccccc3)cc2)C[C@@H]2CC[C@H]1N2C(=O)NCc1cccc(OC)c1
  3.8 | 1 | 12 | . | . | 2 | 9 | 7 | 1
32	Cc1cc(OC(=O)CCNC(=O)OC(C)(C)C)c2c3c(c(=O)oc2c1)CCC3
  3.0 | 3 | 0 | 2 | -31 | 4 | 3 | 5 | 1
33	Cc1ccccc1-n1c(C)nc2ccccc2c1=O
  0.6 | 0 | -1 | 4 | 2 | 44 | -7 | 0 | 2
34	CC1=C2C3OC(=O)C(C)C3CC[C@@]2(C)C=CC1=O (some centres not stated)
  -0.9 | 4 | -5 | 7 | 3 | 20 | 5 | -11 | 6
35	c1cncc(CNC2=NCCCCC2)c1
  -0.5 | 0 | 3 | -7 | -1 | 1 | 4 | 10 | 3
36	CCOc1ccccc1-n1c(O)c(C=Nc2c(C)n(C)n(-c3ccccc3)c2=O)c(=O)[nH]c1=O
  2.4 | 0 | 0 | -3 | 0 | -2 | -8 | 0&3 | 14
37	Clc1cnc(Oc2ccc(Oc3ncc(Cl)cc3Cl)cc2)c(Cl)c1
  0.8 | 3 | -8 | -4 | 1 | 1 | 12 | -7 | -7
38	Cc1cccc(OP(=O)(Oc2ccccc2)OC(c2ccccc2)C(F)(F)F)c1 (configuration not stated)
  1.1 | 0 | 2 | 8 | 1 | -1 | -1 | 6 | 2
39	COC(=O)C1=C(c2cc3ccccc3s2)C[C@@H]2CC[C@H]1N2C(=O)NCc1cccc2ccccc12
  1.9 | . | 10 | 18 | 0 | . | 6 | . | 1
40	OCC(Br)CBr (configuration not stated)
  0.6 | 4 | 1 | . | . | 13 | -4 | -2 | -2
41	Nc1c(C(=O)NCCN2CCOCC2)c2nc3ccccc3nc2n1Cc1ccco1
  1.0 | 0 | -1 | 7 | 1 | 13 | -7 | 2 | -9
42	CCCCCCCn1c(=O)c(C(=O)Nc2cnccn2)c(O)c2ccccc21
  -0.8 | 3 | -10 | 4 | -3 | 8 | 1 | -1 | 9
43	Cn1c(O)c(C2=NN(C(=O)CCl)C(c3ccccc3)C2)c(=O)n(C)c1=O (configuration not stated)
  -1.6 | . | -2 | -2 | 0 | -3 | 4 | 22 | -9
44	COc1ccc(CCn2c(O)c(C=NCc3cccnc3)c(=O)[nH]c2=O)cc1OC
  1.4 | 2 | -5 | 1 | 1 | 1 | -4 | -4 | 3
45	NC(=O)OCCCc1ccccc1
  0.9 | 6 | 0 | -9 | 0 | 9 | -3 | 2 | -3
46	CN(CCCCC(=O)/C=N/O)Cc1ccccc1 (tested in a mixture with another compound)
  -0.8 | 0 | 0 | 0 | -1 | -4 | -6 | 10 | 1
47	Cc1ccccc1NC(=O)c1cc(-c2ccccc2)n(CCCN2CCOCC2)c1C
  1.2 | 0 | 4 | 0 | 4 | -5 | -2 | -6 | 1
48	CCOC(=O)c1ccc(N2C(=O)CC(N3CC=C(c4ccc(F)cc4)CC3)C2=O)cc1 (configuration not stated)
  -0.7 | 0 | 1 | 17 | 5 | -15 | -6 | -4 | -25
49	O=[N+]([O-])c1ccc(NCc2ccc(Cl)cc2)c2ccncc12
  2.1 | 2 | 1 | -12 | 1 | -14 | 2 | 3 | -3
50	CCOc1cc(C=C2C(=O)NC(=O)NC2=O)ccc1OCC(=O)N1CCOCC1
  0.6 | 3 | 3 | -6 | -2 | -112 | -23 | -9 | -6
51	CCCCCCCCCCCCn1ccc(=N)cc1
  -0.6 | 0 | 13 | 5 | 2 | 10 | 2 | -19 | -4
52	CC[C@H](C)/C=C(C)/C=C/C1=CC2=C(Cl)C(=O)[C@](C)(OC(C)=O)C(=O)C2=CO1
  . | 7 | . | . | . | -2 | -1 | . | 4
53	NP(=O)(OCCCc1ccccc1)Oc1ccc(Cl)cc1 (configuration not stated)
  4.2 | 1 | 1 | -5 | -1 | 31 | -1 | ? | 3
54	O=[N+]([O-])c1cc([As](=O)(O)O)ccc1O
  -3.4 | 23 | 3 | 5 | 3 | 8 | 8 | 4 | -3
55	CCOC(=O)c1c(N)n(CCN2CCOCC2)c2nc3ccccc3nc12
  2.0 | 8 | -1 | 10 | 0 | -16 | -2 | 1 | -7
56	Cc1ccc2c(c1Cl)NC(C(=O)O)C1CC(Sc3ccccc3[N+](=O)[O-])C(Cl)C21 (configuration not stated)
  1.1 | 7 | 2 | 66* | 7 | -9 | -29 | 10 | -20
57	CN(C)CCCNCC(=O)Nc1ccc(Cl)cc1C(=O)c1ccccc1
  0.3 | 0 | 3 | -2 | -2 | 3 | 7 | -3 | 1
58	O=c1[nH]c(=O)n(-c2ccc(Br)cc2)c(O)c1C=NCCN1CCCCC1
  1.2 | 1 | 1 | -2 | -1 | 0 | 8 | -3 | -2

From PubChem BioAssay
